ERAP1 HTS inh: ERAP1 (human) enzyme inhibition | 0.15% of 340,000 active | inhibition, % at 10.7 µM | recombinant ERAP1, Leu-AMC fluorescence, 60 min;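 active = mean replicate inhibition of at least 30%, or all replicates individually reaching that 30% level; inactive = mean below 30% and not every replicate reaching it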;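 note: 0% = neutral control wells and 100% = L-leucinethiol positive control wells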
ERp5 inh: inhibitors of human ERp5 | Q15084 | ERp5 insulin aggregation, absorbance 650 nm, 90 min | inhibition, % at 9.99 µM | 0.05% of 350,000 active | AID 651711;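 active = mean replicate inhibition above about 25%, with every replicate also reaching it, limit read from the data, passing the limit was not always enough; inconclusive = only one of those two criteria met; inactive = neither criterion met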
Target sequence (Q15084 whole entry, looked up): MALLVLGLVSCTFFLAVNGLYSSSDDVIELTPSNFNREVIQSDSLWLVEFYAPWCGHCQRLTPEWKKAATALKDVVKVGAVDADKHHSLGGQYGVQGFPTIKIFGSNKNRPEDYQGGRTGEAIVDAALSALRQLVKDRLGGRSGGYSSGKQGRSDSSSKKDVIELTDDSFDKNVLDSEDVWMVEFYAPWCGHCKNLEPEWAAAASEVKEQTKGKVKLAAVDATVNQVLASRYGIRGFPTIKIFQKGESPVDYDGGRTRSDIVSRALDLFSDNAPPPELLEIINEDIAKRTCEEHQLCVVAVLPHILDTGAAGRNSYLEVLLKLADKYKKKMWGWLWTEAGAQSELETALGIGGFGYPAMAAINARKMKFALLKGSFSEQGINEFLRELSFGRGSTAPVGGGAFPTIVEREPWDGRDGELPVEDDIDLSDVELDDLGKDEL
DENV2 CPE: inhibitors of DENV2 cytopathic effect | DENV2-infected cells, cytopathic effect rescue, plate reader | CPE inhibition, % at 9.99 µM | 1.7% of 350,000 active | AID 651640; in the data active = CPE inhibition above about 20%, passing the limit was not always enough; inconclusive = no clear call, values can overlap the other calls; tested in BHK-21 cells;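 note: 0% = median of neutral control wells and 100% = median of positive control wells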
CFTR F508del cor: CFTR F508del correction in bronchial cells | CFBE cells, YFP halide quenching; stimulated with forskolin plus potentiator P3; % fluorescence drop versus neutral controls | activity (quench increase), % at 7.58 µM | 0.36% of 350,000 active;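 active = mean added fluorescence quench of at least 8% versus neutral control, with both replicates also reaching 8%; inconclusive = only one of the mean or replicate conditions met; inactive = mean below 8% and not both replicates reaching 8%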;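 note: cells transiently co-express mutant CFTR-F508del with the halide-sensitive YFP; corrector assay measuring rescue of mutant channel to the surface after 24 h compound exposure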
Casp6 inh: inhibitors of human caspase-6. AID 686996. P55212. inhibition, % at 12.5 µM. 0.53% of 350,000 active. purified caspase-6, Z-VEID-R110 cleavage fluorescence;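 active = mean inhibition across replicates at least about 35%, with every replicate also reaching that limit, limit read from the data; inconclusive = only one of the two criteria met; inactive = neither criterion met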;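 note: 0% = median of neutral control wells and 100% = no fluorescence left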
Target sequence (P55212 24-179 limits assumed): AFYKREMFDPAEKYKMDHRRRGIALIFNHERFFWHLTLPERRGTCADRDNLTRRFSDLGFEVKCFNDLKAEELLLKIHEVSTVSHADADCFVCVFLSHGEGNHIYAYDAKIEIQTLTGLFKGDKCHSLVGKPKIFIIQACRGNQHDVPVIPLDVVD
Target sequence (P55212 194-293 limits assumed): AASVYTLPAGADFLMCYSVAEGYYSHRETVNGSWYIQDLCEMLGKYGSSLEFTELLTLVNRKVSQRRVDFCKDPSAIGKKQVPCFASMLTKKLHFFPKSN
SIRT5 inh: sirtuin-5 (human) deacylase inhibition; 1.1% of 330,000 active; Purified SirT5, succinyl-peptide AMC, trypsin-coupled fluorescence; inhibition, % at 15 µM; Q9NXA8; AID 652115; in the data active = inhibition above about 15%; inconclusive = no clear call, values can overlap the other calls
Target sequence (Q9NXA8 whole entry, looked up): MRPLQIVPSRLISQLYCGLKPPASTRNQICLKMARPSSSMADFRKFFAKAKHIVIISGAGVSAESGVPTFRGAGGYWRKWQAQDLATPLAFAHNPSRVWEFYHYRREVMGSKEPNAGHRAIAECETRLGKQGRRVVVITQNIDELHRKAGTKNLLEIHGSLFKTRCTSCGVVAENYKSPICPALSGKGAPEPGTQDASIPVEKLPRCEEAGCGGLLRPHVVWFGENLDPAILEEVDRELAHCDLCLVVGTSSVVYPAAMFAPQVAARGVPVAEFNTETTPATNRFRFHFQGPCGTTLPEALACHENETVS
miR-122 sensor: inhibitors of miR-122 in Huh7 cells. activation (reporter increase), % at 12.5 µM. 0.3% of 340,000 active. Huh7 miR-122 Renilla luciferase sensor, 48 h; neutral wells = 0, positive control = 100;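 active = mean replicate activation score at least 90 and every replicate individually at or above 90; inconclusive = only one of the two criteria met; inactive = neither criterion met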;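 note: higher luciferase means less miR-122 activity so hits act as miR-122 inhibitors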
* hit, by the source's call; ? = inconclusive; . = not tested or not shown; [ ] = another dose, or the depositor's remark.

SMILES | ERAP1 HTS inh | ERp5 inh | DENV2 CPE | CFTR F508del cor | Casp6 inh | SIRT5 inh | miR-122 sensor
Cc1nc2nc(C)c(NS(=O)(=O)c3ccc(CC(C)C)cc3)c(=O)n2[nH]1 | -3 | -7 | -4 | 0.3 | 0 | . | 27
CCOc1ccc(CN2CCN(Cc3ccc(C)o3)CC2CCO)cc1 (stereo not drawn) | -2 | 4 | 3 | -1.7 | -1 | 1 | .
Cc1ccc(NC(=O)CN2CCN(Cc3ccccc3)CC2)cc1Cl | -4 | -1 | 0 | 1.0 | 1 | -2 | .
Cc1ccc(S(=O)(=O)N(C)C[C@H]2Oc3c(NC(=O)c4nc5ccccc5s4)cccc3C(=O)N([C@H](C)CO)C[C@@H]2C)cc1 | -2 | -7 | -2 | 1.1 | -3 | -4 | -17[16.7 µM]
Cc1ccc(CC(=O)Nc2cccc([N+](=O)[O-])c2)cc1 | 0 | -3 | -3 | -0.1 | 1 | -1 | 6
Cn1c(=O)c2c(ncn2CC(=O)OCC(=O)Nc2ccccc2)n(C)c1=O | 2 | 1 | -2 | 1.5 | -6 | 0 | .
CC1=C(C(=O)N2CCCC(C(=O)c3cccc4ccccc34)C2)OCCO1 (stereo not drawn) | . | -2 | 2 | 2.5 | 0 | 2 | -6
C[C@H](CO)N1C[C@H](C)[C@@H](CN(C)C(=O)Nc2ccccc2)OCCCC[C@H](C)Oc2ccc(NC(=O)CCC(F)(F)F)cc2C1=O | 0 | 2 | -6 | -0.4 | -2 | -2 | 5[16.7 µM]
Cc1ccc(-c2onc3ccc(C(=O)O)cc23)cc1 | -2 | 1 | 2 | 0.4 | 12 | 7 | 0
CCN(C(=O)C(C)Cl)c1ccccc1 (stereo not drawn) | 8 | 0 | -4 | 0.8 | 0 | -2 | -5
CCOC(=O)N1CCN(c2cc(=O)n(-c3ccc(OCC)cc3)c(=O)[nH]2)CC1 | 4 | 6 | -5 | -0.9 | 2 | 1 | -2
CC(=O)Nc1ccc(NC(=O)CSc2nc3nc(-c4cccs4)cc(C(F)(F)F)c3c(=O)[nH]2)cc1 | -13 | -1 | -3 | 1.4 | -1 | -2 | .
COc1ccc(-c2ccc(NC(=O)c3ccco3)cc2)nn1 | 2 | -2 | -5 | -2.6 | -5 | -1 | .
N#Cc1cccc(NC(=O)c2cc(C3CCCCN3S(=O)(=O)c3cccc4cccnc34)on2)c1 (stereo not drawn) | 0 | 7 | 10 | 2.4 | -1 | -3 | 7
CCCCn1c(O)c(N=NC(=O)c2ccco2)c2ccccc21 | 10 | 3 | -1 | . | 2 | 0 | .

Full records, quoted from the list. Screens in order: ERAP1 HTS inh	ERp5 inh	DENV2 CPE	CFTR F508del cor	Casp6 inh	SIRT5 inh	miR-122 sensor
Cc1nc2nc(C)c(NS(=O)(=O)c3ccc(CC(C)C)cc3)c(=O)n2[nH]1 across the screens: -3	-7	-4	0.3	0	.	27
CCOc1ccc(CN2CCN(Cc3ccc(C)o3)CC2CCO)cc1 (stereo not drawn) across the screens: -2	4	3	-1.7	-1	1	.
Cn1c(=O)c2c(ncn2CC(=O)OCC(=O)Nc2ccccc2)n(C)c1=O across the screens: 2	1	-2	1.5	-6	0	.
CCCCn1c(O)c(N=NC(=O)c2ccco2)c2ccccc21 across the screens: 10	3	-1	.	2	0	.

Additional results follow.
SMILES | ERAP1 HTS inh | ERp5 inh | DENV2 CPE | CFTR F508del cor | Casp6 inh | SIRT5 inh | miR-122 sensor
N#C/C(=N\Nc1ccc(Cl)cc1)C(N)=S | . | -3 | -5 | ? | 2 | . | -16
O=C(C[C@H]1C=C[C@@H](NC(=O)C2CC2)[C@@H](CO)O1)NCc1ccccc1Cl | -1 | -1 | -1 | -1.8 | 2 | 9 | 6[16.7 µM]
O=C(Nc1ccccc1)OCCOc1ccc(Cl)cc1Cl | 5 | 2 | -5 | -1.7 | -3 | . | .
C/C=C/c1ccc([C@@H]2[C@H](CO)N(C(=O)c3cnccn3)C23CN(C(=O)C2CC2)C3)cc1 | 1 | -1 | 24* | 1.2 | 0 | -3 | .
CCCc1nc2ccc(Cl)cn2c1Cc1cccc(Cl)c1 | -3 | 0 | ? | 1.3 | -6 | 1 | 7
N#C/C(C(N)=O)=C1/SC=C(c2ccccc2)N1c1ccccc1 | -2 | -2 | -3 | -1.6 | 3 | -3 | -1
Cc1ccc(S(=O)(=O)N2[C@@H](c3cccc(Cl)c3)C(C(=O)OC(C)(C)C)=CC[C@H]2c2cccc(Cl)c2)cc1 | 0 | -5 | -6 | 0.0 | 1 | -1 | -4
C(=N\Nc1nc2ccccc2[nH]1)/c1ccc2c(c1)OCCO2 | -9 | 1 | 5 | 1.4 | 2 | 7 | 1
Cc1ncc([N+](=O)[O-])n1CC(=O)Nc1cccc(C(F)(F)F)c1 | 5 | 5 | 0 | -1.7 | -2 | 0 | -4
COc1ccccc1-n1ccnc(SCC(=O)NCc2ccccc2Cl)c1=O | 8 | -2 | 3 | 0.6 | 1 | 0 | .
CC1CN(S(=O)(=O)c2cccc(C(=O)N(C)C3CCN(C)CC3)c2)CC(C)O1 (stereo not drawn) | -1 | -7 | -3 | 0.5 | -5 | -3 | -5
C[C@@H]1CN([C@@H](C)CO)C(=O)c2cc(-c3ccccc3)cnc2O[C@@H]1CN(C)C | 1 | -4 | -7 | 0.0 | -2 | -1 | -3[16.7 µM]
COc1ccccc1-c1nc2c3ccccc3nc(=S)n2[nH]1 | -2 | 3 | -6 | 4.7 | 0 | -3 | 13
O=C1C(O)CC2c3ccccc3CC3(CCCC3)N12 (stereo not drawn) | -2 | 0 | 0 | 0.3 | 8 | -2 | -2
Cc1cc(-n2c(SCC(=O)Nc3ccc(Br)cc3)nc3n[nH]c(C)c3c2=N)ccc1Cl | -4 | . | 7 | -1.2 | -1 | -4 | 6
CCCNC(=O)N1[C@H](CO)[C@H](c2ccccc2)C12CN(C(=O)c1cccnc1)C2 | 0 | -4 | 18 | 0.1 | 3 | -2 | .
CCN(CC(=O)Nc1ccccc1SC)Cc1nc2ccccc2c(=O)[nH]1 | . | 4 | -4 | 2.2 | 0 | 0 | -6
Cc1ccc(C2CC(c3cccs3)=NN2S(=O)(=O)c2ccc(C)cc2)cc1 (stereo not drawn) | 3 | 0 | -10 | . | 0 | 0 | 98*
CC(=O)Nc1ccc2c(c1)C(=O)N(C)[C@@H]1CC[C@H](CC(=O)NCc3ccc4c(c3)OCO4)O[C@@H]1CO2 | . | . | -2 | 0.8 | . | . | -17[16.7 µM]
C[C@@H]1CN([C@H](C)CO)C(=O)c2cccc(NS(=O)(=O)c3cn(C)cn3)c2O[C@@H]1CN(C)CC1CC1 | -1 | -3 | -1 | -1.9 | 3 | -4 | 6[16.7 µM]
CN(C)c1ccc(S(=O)(=O)NCC(=O)NCc2ccccc2)cc1[N+](=O)[O-] | -5 | 5 | -5 | 1.5 | -1 | -3 | -2
COc1ccccc1C(c1c(N)n(C)c(=O)n(C)c1=O)C(C)[N+](=O)[O-] (stereo not drawn) | -3 | -2 | -5 | -0.3 | 3 | -2 | -4
COc1cccc(/C=N/NC(=O)c2cc(-c3ccccn3)nc3ccccc23)c1O | -2 | -8 | 2 | 6.7 | -3 | 4 | 3
O=C(/C=C/[C@H]1O[C@@H](n2ccc(=O)[nH]c2=O)[C@H](O)[C@@H]1O)NCCc1cccs1 | -3 | 2 | 7 | -2.2 | 3 | -2 | -4
O=C(COC(=O)c1ccc2c(=O)n3c(nc2c1)CCC3)Nc1ccc(OC(F)F)cc1 | 2 | 3 | 15 | 1.7 | -4 | -1 | 2
CCOC(=O)c1c(NC(=O)CCS(=O)(=O)c2ccccc2)sc2c1CCN(C(C)C)C2 | 2 | 2 | -5 | 0.3 | -7 | -3 | .
Cc1cccc(S(=O)(=O)N[C@H]2CC[C@H](CCn3cc(-c4ccccn4)nn3)O[C@@H]2CO)c1 | 1 | -1 | 1 | 1.7 | 0 | -2 | .
CCS(=O)(=O)N1CCN(Cc2ccccc2OC)CC1 | -3 | 2 | . | . | 6 | -4 | .
N#C[C@@H]1[C@@H](c2ccccc2C2=CCCCC2)[C@H](CO)N1C(=O)c1cccc(F)c1 | 0 | -2 | ? | 2.1 | -3 | -1 | .
CC1CCCCN1C(=O)NC1CC(=O)N(c2ccc3c(c2)OCCO3)C1 (stereo not drawn) | 0 | 11 | 13 | -0.5 | -1 | -1 | -7
C[C@@H]1CN([C@H](C)CO)C(=O)c2cccc(NC(=O)c3nc4ccccc4s3)c2O[C@H]1CN(C)S(=O)(=O)c1cccs1 | -2 | -1 | ? | -3.3 | 3 | 5 | -5[16.7 µM]
CNCC(=O)N(CC(C)C)c1c(N)n(CC(C)C)c(=O)[nH]c1=O | 2 | 2 | -9 | 2.1 | 2 | -3 | -4
CCN(c1ccccc1)S(=O)(=O)c1cc(C(=O)Nc2ccccc2Cl)ccc1F | 2 | 12 | -2 | . | 3 | -9 | .
CC1CCCN(CC(O)COc2ccc(S(=O)(=O)N3CCCC3)cc2[N+](=O)[O-])C1 (stereo not drawn) | 1 | 2 | 5 | -0.7 | -13 | -2 | -1
Cc1ccc(C(=O)OCc2nc3ccccc3s2)o1 | -1 | -1 | -3 | 2.1 | 7 | -3 | 19
O=C(C[C@@H]1C[C@H]2c3cc(NS(=O)(=O)c4ccc(F)cc4)ccc3O[C@H]2[C@@H](CO)O1)NC1CCCC1 | 0 | 3 | -3 | -1.6 | -2 | -3 | -1[16.7 µM]
Cc1cc(C)c2nc(SCC(=O)N(C)C3CCS(=O)(=O)C3)cc(C)c2c1 (stereo not drawn) | 3 | -3 | 1 | 0.9 | 3 | -1 | 2
Cc1c(Cl)cccc1NC(=O)CNC(=O)c1ccco1 | -2 | -1 | 0 | 2.2 | 0 | -1 | -5
CCOC(=O)C1=CCN(S(=O)(=O)c2cccc(Cl)c2)C1c1ccccc1 (stereo not drawn) | 1 | 0 | ? | -1.4 | 0 | -3 | 14
CO[C@H]1CN(C)C(=O)c2cc(NC(C)=O)ccc2OC[C@@H](C)N(C(=O)c2ccccn2)C[C@@H]1C | 6 | -1 | 16 | -1.8 | -1 | 0 | -21[16.7 µM]
CCOc1ccc(OCCOC(=O)CN(C)S(=O)(=O)c2ccc(NC(C)=O)cc2)cc1 | 0 | 2 | 6 | -2.0 | 1 | -3 | -1
C[C@@H]1CN([C@H](C)CO)C(=O)Cc2cc(NS(C)(=O)=O)ccc2O[C@H]1CN(C)C(=O)Nc1ccccc1 | 0 | 0 | -9 | -0.6 | 1 | 0 | -1[16.7 µM]
C[C@H]1CCCCO[C@H](CN(C)C(=O)C2CCCCC2)[C@@H](C)CN([C@@H](C)CO)C(=O)c2cc(NC(=O)C3CCCCC3)ccc2O1 | -1 | 3 | -10 | -1.0 | -1 | 7 | -6[16.7 µM]
S=c1[nH]nc(COc2ccc(Cl)cc2)n1C1CCCCC1 | 1 | -6 | 5 | -2.6 | 2 | -2 | 0
O=c1sc(N2CCN(c3ccc(F)cc3)CC2)nc2ccsc12 | 3 | -13 | -4 | -0.2 | 0 | -3 | 6
CCc1nc(C)cn1S(=O)(=O)c1ccc2c(c1)OCCO2 | 1 | 8 | 12 | 8.9* | 6 | 0 | -2
CC(=O)Nc1ccc(S(=O)(=O)N2CCN(Cc3cccnc3)CC2)cc1 | -3 | 4 | -7 | 0.7 | -2 | 0 | -2
O=C(Cc1ccccc1F)Nc1cc(S(=O)(=O)N2CCCCC2)ccc1N1CCOCC1 | 1 | 8 | -14 | -3.3 | -2 | . | 21
Cc1ccc(NC(=O)CCC(=O)NN=Cc2ccc(C)o2)c(C)c1 | 1 | -4 | -9 | -0.8 | 2 | 3 | -1
CCN(CC(=O)Nc1c(F)cccc1F)C(=O)c1cc(S(=O)(=O)N(C)C)ccc1N1CCCC1 | 3 | 7 | -1 | -0.6 | 3 | 2 | -10
CC1(C(=O)Nc2ccc3[nH]ncc3c2)CCN1C(=O)Cc1ccc(-c2ccccc2)cc1 (stereo not drawn) | 14 | -1 | 15 | 1.4 | 1 | -4 | 7
O=C(O)CNC(=O)c1ccccc1Br | -6 | 5 | -6 | -0.1 | 2 | 7 | .
O=C(Cc1ccc(Cl)cc1)N1CCC2(CC1)NCCc1[nH]cnc12 | -1 | 3 | 0 | -1.4 | 3 | -2 | 6

Screens (PubChem)

The order is random, and some 4% of all compounds hit somewhere here.
